Compound activity from PubChem.
AmpC detergent = qHTS Inhibitors of AmpC Beta-Lactamase (assay with detergent). P00811. AmpC hydrolysis of nitrocefin, absorbance 480 nm, 0.01% Triton. Potency, µM (doses to about 114 µM), for the others: top-dose activity change, negative = inhibition, usual class: inhibitors. 0.041% of 370,000 active. AID 485294, 2010;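 note: potency is the fitted concentration of half-maximal effect; 0% = no-compound wells and -100% = no-enzyme wells; nearly all actives have a fitted effect of over 25% in size; some results filed as inactive show a strong effect at the top dose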
Target sequence (P00811 whole entry, looked up): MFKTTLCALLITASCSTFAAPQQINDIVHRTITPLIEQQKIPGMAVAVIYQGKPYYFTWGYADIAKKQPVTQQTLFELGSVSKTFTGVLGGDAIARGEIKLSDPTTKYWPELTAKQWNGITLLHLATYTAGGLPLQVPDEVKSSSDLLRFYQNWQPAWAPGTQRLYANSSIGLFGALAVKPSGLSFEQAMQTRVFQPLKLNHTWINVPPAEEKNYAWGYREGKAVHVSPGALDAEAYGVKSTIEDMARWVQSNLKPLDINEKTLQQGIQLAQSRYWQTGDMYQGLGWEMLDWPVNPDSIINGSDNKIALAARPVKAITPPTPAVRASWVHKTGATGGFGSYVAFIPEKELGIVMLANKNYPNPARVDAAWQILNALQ
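20 mM phosphate pH 7.0 + 0.01% (detergent screen) or 0.0001% Triton X-100; 5.3 nM AmpC reagent; cpd preinc 15 min RT; nitrocefin (800 uM stock) to start; A480 q20 s × 4 min; Activity was normalised to no-enzyme and no-compound control wells.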
AMA1-RON2 inh = qHTS for Inhibitors of AMA1-RON; Towards Development of Antimalarial Drug Lead: Primary Screen. Plasmodium falciparum AMA1 (3D7) - RON2 peptide interaction. AlphaScreen AMA1-biotinylated RON2 peptide binding. Potency, µM (series often up to 58.2 µM), for inactives: top-dose activity change, negative = inhibition, usual class: inhibitors. 0.2% of 360,000 active;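 note: potency is the fitted concentration of half-maximal effect; 0% = vehicle wells and -100% = peptide control; nearly all actives have a fitted effect of over 45% in size; some results filed as inactive show a strong effect at the top dose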
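AMA1 (3D7) with his tag at 25 nM final met compounds first, then biotinylated RON2 peptide at 25 nM; detection used donor plus acceptor beads, 10 µg/mL apiece, read by AlphaScreen after 30 min at room temperature.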
Sm TGR inh = qHTS Assay for the Inhibitors of Schistosoma Mansoni Peroxiredoxins; Schistosoma mansoni thioredoxin glutathione reductase (TGR), Q962Y6; purified TGR, DTNB reduction, TNB absorbance 405 nm; Potency, µM (series often up to 114 µM), inactives show at the top dose activity change, negative = inhibition, usual class: inhibitors; 3% of 360,000 active; note: potency is the fitted concentration of half-maximal effect; nearly all actives have a fitted effect of over 60% in size
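TGR 20 nM + NADPH 100 uM (dispensed conc.), cpd preinc 15 min RT; start with NADPH (500 uM addition) then DTNB (15 mM addition). Kinetic TNB absorbance, 405 nm filter. Four-parameter Hill fit across titration.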
HCV inh = qHTS Assay for Inhibitors of Hepatitis C Virus (HCV). Huh7.5.1 HCVcc-Cre infection, luciferase reporter, 44 h. 3.4% of 340,000 active. Potency, µM (doses to about 41.8 µM), for the others: at the highest dose activity change, negative = inhibition, most hits filed as inhibitors. AID 651820, 2012; note: potency is the fitted concentration of half-maximal effect
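Seed cells (1,000/well) for 4 h; treat with compound and infect with HCVcc-Cre, moi about 0.5. Incubate 44 h, then detect luciferase activity.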
FBPA Giardia inh = qHTS Assay for Inhibitors of Fructose-1,6-bisphosphate Aldolase from Giardia Lamblia. A8B2U2. purified Giardia FBPA. Potency, µM (doses to about 59.6 µM), without a hit: at the top dose activity, negative = inhibition, actives largely listed as inhibitors. 0.71% of 290,000 active. AID 2451, 2010; note: potency is the fitted concentration of half-maximal effect; nearly all actives have a fitted effect of over 55% in size
Target sequence (A8B2U2 whole entry, looked up): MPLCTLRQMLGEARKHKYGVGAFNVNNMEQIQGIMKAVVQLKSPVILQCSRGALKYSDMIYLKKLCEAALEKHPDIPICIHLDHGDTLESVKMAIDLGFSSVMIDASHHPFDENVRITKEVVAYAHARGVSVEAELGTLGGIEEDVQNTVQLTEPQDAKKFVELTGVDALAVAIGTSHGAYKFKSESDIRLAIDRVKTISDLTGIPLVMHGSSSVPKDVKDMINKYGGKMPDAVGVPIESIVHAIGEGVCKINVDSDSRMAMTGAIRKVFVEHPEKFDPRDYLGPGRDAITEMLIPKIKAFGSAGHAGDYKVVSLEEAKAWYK
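40 nM FBPA preincubated 10 min at RT with compound (up to 57.5 uM final), then substrate plus GAPDH/TPI/NAD/arsenate coupling and diaphorase/resazurin added. Fluorescence read after 20 min at RT, 525/598 nm.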
HCMV antiviral = qHTS Assay for inhibitors of the human cytomegalovirus (HCMV). AID 1259415, 2018. 4.5% of 410,000 active. HFF cells, HCMV-luciferase reporter, 72 h; active compounds read low. activity change, negative = inhibition, % at 57.5 µM; in the data active = activity change below about -60%; inconclusive = no clear call, values can overlap the other calls; inactive = above about -39%
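Two-dose cell screen: HFF monolayers treated with compounds and infected with luciferase-expressing HCMV at 1 PFU/cell, 72 h at 37C, then lysed for luciferase measurement.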
* = called active by the depositor; ? = inconclusive; nt = no result given; & = joins results of further samples; [ ] = another dose, or the depositor's remark. Unless noted, calls come from the whole dose curve; as a rule, active = well fitted curve in the direction sought with a large enough effect; inconclusive = small, poorly fitted or top-dose-only effect, or another doubt; inactive = no such curve, though single readings can be large; an effect the other way counts as inactive or inconclusive. Unless noted, % is set by controls: 0 for no effect and ±100 for the full control effect. This is a random part of the collection; 9.3% or so of the library scored in one or more.

Values run as follows: AmpC detergent	AMA1-RON2 inh	Sm TGR inh	HCV inh	FBPA Giardia inh	HCMV antiviral
CCOc1ccc(N(C(=O)c2cc3ccccc3oc2=O)C2C=CS(=O)(=O)C2)cc1 (configuration not stated)
→ -19%	-10%	4%	-8%	0%	-32
CC(C)CN(C(=O)/C=C/c1nc2ccccc2s1)C1CCS(=O)(=O)C1 (configuration not stated)
→ -11%	16%	-21%	?	nt	-32
NC(=O)c1ccccc1NC(=O)CSc1cn[nH]n1
→ -3%	0%	15%	4%	-16%	-26
CCOC(=O)CN(Cc1ccccc1)C(C(=O)NC1CCCCC1)c1ccccc1 (configuration not stated)
→ 5%	nt	-6%	nt	nt	?
Cc1ccc(NC(=O)CSc2nccn2C2CCCC2)cc1
→ 8%	nt	4%	nt	nt	-34
Cc1ccc2onc(CC(=O)N3CCN(c4ccccc4F)CC3)c2c1
→ 5%	nt	7%	nt	nt	-3
Cn1c(=O)c2c(nc(SCc3nc(N)nc(N4CCCCC4)n3)n2C)n(C)c1=O
→ ?	-10%	5%	6%	-1%	-69*
CN1C(=O)c2ccc(NC(=O)c3cccc(N4C(=O)CCC4=O)c3)cc2C1=O
→ 4%	15%	9%	7%	-2%	?
O=C(O)C[C@H]1c2ccc(C(F)(F)F)cc2S(=O)(=O)N1C1CCCCC1
→ nt	20%	nt	3%	nt	-23
COc1cccc(-c2nnn(CC(=O)Nc3cc(OC)c(NC(=O)c4ccco4)cc3OC)n2)c1
→ -10%	2%	1%	?	-3%	35
Cc1cccc(NC(=O)CN2C(=O)S/C(=C\c3ccccn3)C2=O)c1
→ 1%	12%	-3%	-20%	5%	-36
CN=C(c1ccco1)n1c(=S)nc(-c2ccco2)n(C)c1=S
→ -7%	3%	-31%	11µM*	-28%	73
Cc1ccc(CNC(=O)Cn2c(=O)n(-c3ccc(C)c(F)c3)c(=O)c3sc4ccccc4c32)cc1
→ 1%	nt	-8%	nt	nt	-4
O=C(CN1C(=O)CCSc2ccccc21)Nc1ccc(F)cc1
→ -13%	0%	-14%	?	7%	3
CCOC(=O)C(Cc1ccnc2ccccc12)=NO
→ nt	-12%	nt	?	nt	2
C[C@]12CCC3C(CC[C@H]4CC(O)CC[C@]34C)C1CC/C2=N/O (some centres not stated)
→ 1%	2%	0%	?	8%	-29
COCCCNc1nc2c(-c3cccc(C(F)(F)F)c3)nnn2c2ccccc12
→ 4%	6%	6%	?	0%	13
CSc1nc2n(n1)C(C)C1=C(CCCC1=O)N2 (configuration not stated)
→ -9%	-9%	9%	0%	7%	-18
COc1ccc(NC(=O)N(Cc2cc3cc(C)ccc3[nH]c2=O)CC2CCCO2)cc1 (configuration not stated)
→ -1%	-10%	6%	?	-2%	6
Cc1ccc(NC(=O)Nc2ccc3nc(N4CCN(C)CC4)cc(C)c3c2)cc1C
→ 5%	nt	-2%	nt	nt	-100*
COC(=O)C1=C(c2ccc(OC)cc2)OC(=O)C1(C)C
→ -6%	3%	-5%	11%	3%	-7
O=c1[nH]c(=S)[nH]nc1Cc1ccc(Cl)c(Cl)c1
→ 7%	77%[activator]	15%	18%	-5%	-19
COc1ccc(Cl)cc1C(=O)Nn1cnc2ccccc2c1=O
→ -5%	-3%	7%	-1%	2%	-8
Cc1ccc(OCc2nc(-c3ccccc3)no2)cc1
→ 2%	68%[activator]	10%	-1%	0%	-5
O=C(NCCO)/C(=C\c1ccc([N+](=O)[O-])o1)NC(=O)c1ccccc1
→ 6%	-19%	?	-10%	-7%	-33
N#CCCNCC1(c2ccccc2)CCCC1
→ ?	9%	-3%	-3%	-23%	-5
COc1ccc(CCNc2ncnc3c2c(C)c(C)n3CCCN(C)C)cc1OC
→ -7%	28%	-15%	-16%	2%	-15
Cc1cc2[nH]ncc2cc1NC(N)=S
→ ?	9%	1%	8%	-13%	16
CC(OC(=O)c1cccc(S(=O)(=O)N2CCCC2)c1)C(=O)c1ccccc1 (configuration not stated)
→ -7%	-9%	0%	18%	nt	19
CN(C)c1ccc(C(CNS(=O)(=O)c2ccc(Cl)cc2)N2CCOCC2)cc1 (configuration not stated)
→ -1%	nt	-18%	nt	nt	-4
COC(=O)c1cc(COc2ccc3oc(C)c(C(=O)OC)c3c2)c(C)o1
→ ?	0%	-2%	?	2%	2
CSc1nc2nc(-c3ccccc3)cc(C(F)(F)F)n2n1
→ ?	8%	-1%	?	5%	-29
COc1ccc(C)cc1NC(=O)C1CCCN(S(=O)(=O)c2ccc3c(c2)CCCN3C(C)=O)C1 (configuration not stated)
→ -9%&5%	6%	3%&10%	?	15%	?
CC(C)Oc1ccc(CCC(=O)NNC(=O)CCC(=O)O)cc1
→ 1%	80%[activator]	1%	13%	10%	?
CCn1c2ccccc2c2cc(NC(=O)CSc3nnc(-c4ccccc4)o3)ccc21
→ -2%	23%	3%	7.1µM*	0%	-28
CC1(C)CC(=O)C2=C(C1)N(c1ccc(F)cc1)C(=O)C2(NC(=O)c1ccccc1)C(F)(F)F (configuration not stated)
→ -17%	nt	-5%	-6%	5%	nt
Cc1ccc2c(Sc3ccccc3)c(C(=O)NCc3ccccc3F)[nH]c2c1
→ 12%	nt	6%	nt	nt	-18
COc1ccccc1-c1cc(C(=O)NCCN2CCOCC2)no1
→ -4%	-26%	14%	2%	2%	-14
c1csc(CNc2ccc3c(c2)OCCO3)c1
→ -4%	-30%	31%	?	?	-86*
Cc1cc(C)cc(OC(=O)COc2ccccc2C)c1
→ -4%	37%[activator]	1%	3%	-1%	44

In the list so far, these contain a Cl atom:
Values run as follows: AmpC detergent	AMA1-RON2 inh	Sm TGR inh	HCV inh	FBPA Giardia inh	HCMV antiviral
O=c1[nH]c(=S)[nH]nc1Cc1ccc(Cl)c(Cl)c1
→ 7%	77%[activator]	15%	18%	-5%	-19
COc1ccc(Cl)cc1C(=O)Nn1cnc2ccccc2c1=O
→ -5%	-3%	7%	-1%	2%	-8
CN(C)c1ccc(C(CNS(=O)(=O)c2ccc(Cl)cc2)N2CCOCC2)cc1 (configuration not stated)
→ -1%	nt	-18%	nt	nt	-4

Next entries follow:
Values run as follows: AmpC detergent	AMA1-RON2 inh	Sm TGR inh	HCV inh	FBPA Giardia inh	HCMV antiviral
O=C(C1CCN(C2CCN(Cc3cccc4c3OCO4)CC2)CC1)N1CCOCC1
→ 0%	22%	11%	13%	-2%	13
CC(C)(C)NC(=O)CSc1nncn1NCc1ccccc1
→ -12%	9%	-20%	14%	2%	-2
O=C(Cc1ccccc1)NCCc1csc2nc(-c3ccc(Cl)cc3)nn12
→ 1%	nt	2%	nt	nt	-12
CCCn1nc(C(=O)N2CCc3ccccc3C2)c2ccccc2c1=O
→ -11%	-6%	12%	-7%	5%	2
Cc1ccc(NC(=S)Nc2cccnc2)c(S(=O)(=O)N2CCCCC2)c1
→ -14%	51%[activator]	14µM*	11µM*	-9%	-75*
O=C(N[C@@H](Cc1ccccc1)C(=O)Nc1ccc(F)cc1)C1CCNCC1
→ 0%	5%	0%	20%	nt	0
NS(=O)(=O)c1ccc(CCNC(=O)c2ccc(CS(=O)(=O)c3ccc(Br)cc3)o2)cc1
→ -2%	-12%	3%	7%	10%	1
CN(C)c1ccc(NC(=O)Cn2c(SCc3ccccc3F)nc3cccnc32)cc1
→ 14%	nt	-1%	nt	nt	33
CCOc1nc(OCC)c2[nH]c(C(=O)O)c(Br)c2n1
→ nt	11%	nt	5%	nt	4
CC(=O)NC(c1cc(Cl)c2ccccc2c1O)C(C)C (configuration not stated)
→ 2%	nt	?	nt	nt	-9
CCOC(=O)C(/C(C)=N/NC(=O)C1CC1c1ccccc1)C(C)C (configuration not stated)
→ -8%	45%[activator]	-9%	-1%	0%	27
O=C(O)C1CC=CCC1C(=O)Nc1cc(Cl)ccc1Cl (configuration not stated)
→ -10%	15%	1%	-4%	6%	5
CCOc1ccc(NC(=O)c2ccc3c(c2)OCCO3)cc1S(=O)(=O)N(CC)CC
→ 7%	8%	4%	2.8µM*	nt	-20
COc1ccccc1OCc1nnc(SCC(=O)N2CCCCC2)n1-c1ccccc1
→ ?	-6%	-2%	-5%	-17%	-20
COC(=O)c1c(NC(=O)/C=C/c2ccc(OC)c(OC)c2)sc2c1CCC2
→ 4%	nt	-9%	nt	nt	-1
Nc1c(/C=C2\C=Nc3ccccc32)c(=O)nc2sc(CC(=O)N3CCOCC3)nn12
→ 1%	-4%	6%	6%	nt	65
COCCNC(=O)C1c2ccccc2C(=O)N(CCOC)C1c1ccc(F)cc1 (configuration not stated)
→ 2%	-4%	0%	-1%	2%	5
Cc1cc(N/C(=N\S(=O)(=O)c2ccc(Cl)cc2)c2ccc(F)cc2)no1
→ ?	6%	0%	5%	14%	-25
CC(Oc1ccc2c(-c3ccccc3)cc(=O)oc2c1)C(=O)O (configuration not stated)
→ ?	-11%	?	10%	25%	24
CCCCOc1ccc(-c2ncc(C(=O)OCC)c(N)n2)cc1
→ -6%	6%	23%	?	3%	-26
CCOC(=O)CNC(=O)CSc1nnc(NC(=O)c2ccccc2Cl)s1
→ -1%	-9%	-2%	-7%	0%	-7
CCc1ccc(S(=O)(=O)Nc2ccc(O)c3c(=O)cc(-c4ccccc4Cl)oc23)cc1
→ 6%	54%[activator]	3%	4%	-2%	-34
O=C(Nc1sc2c(c1C(=O)NCC1CCCO1)CCC2)c1cc(=O)c2cc(Cl)ccc2o1 (configuration not stated)
→ 9%	nt	6%	nt	nt	-10
CCC(=O)Nc1ccc(C(=O)Nc2ccc3c(c2)C(=O)N(CC2CCCO2)C3=O)cc1 (configuration not stated)
→ -4%	3%	-3%	?	0%	-26
COc1ccc(C(=O)NCc2nnc(SCC(=O)Nc3ccc4c(c3)OCO4)o2)cc1
→ -5%	-4%	6%	10%	4%	32
Cc1ccc(C#N)c(SCc2ccccc2F)n1
→ -5%	4%	19%	4%	3%	?
COc1cc(C2C(C(=O)Nc3ccc(C)cc3C)=C(C)Nc3nc(SCc4ccccc4)nn32)cc(OC)c1OC (configuration not stated)
→ -6%	nt	-3%	nt	nt	-74*
COc1ccc(CCN2CC(C(=O)OCc3ccccc3Cl)CC2=O)cc1OC (configuration not stated)
→ nt	4%	nt	4%	nt	-32
CCCCC(=O)Nc1cccc(-c2cn3ccccc3n2)c1
→ 0%	5%	?	-11%	0%	21
CC(=O)Nc1ncc(Sc2ccc([N+](=O)[O-])cc2)s1
→ nt	9%	nt	-4%	nt	-4
COc1ccc(S(=O)(=O)N2CCOC2CNC(=O)C(=O)NCc2ccncc2)cc1OC (configuration not stated)
→ -6%	13%	-31%	nt	nt	54
COc1cccc(Cn2c(=O)n(CCc3ccccc3)c(=O)c3c2c2cc(OC)ccc2n3C)c1
→ -5%	nt	2%	nt	nt	21
O=C(CC(C(=O)O)c1ccc(Cl)cc1)c1ccc(Cl)c(Cl)c1 (configuration not stated)
→ -1%	-7%	?	9%	1%	40
